From PubChem BioAssay
Epigenetic reg = Quantitative High-Throughput Screen for Regulators of Epigenetic Control; murine LDR cells, GFP reporter derepression, 30 h; hit rate 0.2% among 280,000; Potency, µM (top dose mostly 53.9 µM), without a hit: top-dose GFP activation, actives largely listed as activators; AID 1865, 2009; also: % of control where 0% means no effect; nearly all actives have a fitted effect of over 60% in size
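Murine LDR cells carrying a silenced, genomically integrated CMV-driven GFP reporter were exposed to compound for 30 hours at 37 C. After PBS washes, GFP-positive cells (20–120 um objects) were counted by laser-scanning microplate cytometry.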
GAA glycogen = qHTS Assay for Inhibitors and Activators of Human alpha-Glucosidase Cleavage of Glycogen. Lysosomal alpha-glucosidase (Homo sapiens), P10253. recombinant GAA, glycogen substrate, Amplex Red glucose oxidase fluorescence. Potency, µM (titrated, usually from 76.4 µM), for inactives: at the highest dose activity change, negative = inhibition, actives largely listed as inhibitors. hit rate 0.38% among 300,000. AID 2100, 2009;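 also: 0% = full enzyme reaction and -100% = no-enzyme basal signal; the screen sought inhibitors and activators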
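Recombinant human enzyme (4 nM); glycogen substrate; 37 C, 40 min, pH 5.0. Readout: coupled glucose oxidase/Amplex Red fluorescence.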
NPSR antagonist = qHTS Assay for Antagonists of the Neuropeptide S Receptor: cAMP Signal Transduction. AID 1461, 2008. CHO-NPSR cells, cAMP TR-FRET, antagonist mode. Q6W5P4. Potency, µM (highest dose often 38.3 µM), for the others: at the top dose activity change, negative = inhibition, most hits filed as inhibitors. hit rate 1% among 220,000; also: % is scaled to controls: 0 for no effect and ±100 for the full control effect; nearly all actives have a fitted effect of over 50% in size; many of its hits are not listed in these tables
ALDH1A1 block = qHTS Assay for Inhibitors of Aldehyde Dehydrogenase 1 (ALDH1A1). AID 1030, 2008. Purified ALDH1A1, NADH fluorescence, propionaldehyde substrate. Potency, µM (highest dose often 75.3 µM), without a hit: at the top dose activity, negative = inhibition, usual class: inhibitors. hit rate 7.3% among 220,000; active = well fitted inhibition curve with a large enough effect, not every such curve was filed as active; inconclusive = small, poorly fitted or top-dose-only effect, or another doubt; inactive = no such curve, though single readings can be large or run the other way;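 also: plate controls were no enzyme wells and a reference inhibitor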
Target sequence (P00352 whole entry, looked up): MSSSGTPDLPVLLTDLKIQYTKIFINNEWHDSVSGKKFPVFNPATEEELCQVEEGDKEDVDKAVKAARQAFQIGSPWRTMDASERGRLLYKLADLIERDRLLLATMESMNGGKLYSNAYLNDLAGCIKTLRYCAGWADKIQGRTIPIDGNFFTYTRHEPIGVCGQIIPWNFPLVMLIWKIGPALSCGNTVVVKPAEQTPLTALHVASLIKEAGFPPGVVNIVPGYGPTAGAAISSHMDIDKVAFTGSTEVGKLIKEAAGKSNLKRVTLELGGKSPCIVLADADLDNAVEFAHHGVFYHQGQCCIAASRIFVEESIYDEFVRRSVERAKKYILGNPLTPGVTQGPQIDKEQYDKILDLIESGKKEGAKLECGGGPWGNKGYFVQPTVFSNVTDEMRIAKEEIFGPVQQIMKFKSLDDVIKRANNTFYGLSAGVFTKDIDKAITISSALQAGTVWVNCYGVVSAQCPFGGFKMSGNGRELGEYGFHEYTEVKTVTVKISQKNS
Tau fluor cs = Counterscreen qHTS for Inhibitors of Tau Fibril Formation, Fluorescence Polarization | tau K18 P301L Alexa594 fluorescence, heparin fibrillization | hit rate 0.93% among 280,000 | Potency, µM (top dose mostly 57.7 µM), inactives show at the highest dose activity change, negative = decrease | AID 1463, 2008; also: % is scaled to controls: 0 for no effect and ±100 for the full control effect; nearly all actives have a fitted effect of over 55% in size
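Human tau K18 P301L (15 uM unlabeled, 0.24 uM Alexa 594-labeled) in 100 mM sodium acetate pH 7 with 20 uM heparin, 6 hr at 37 C. ThT 30 uM added, 1 hr ambient; Alexa 594 FP and total fluorescence read at 555/632 nm.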
aGlu spleen mod = qHTS Assay for Inhibitors and Activators of Human alpha-Glucosidase From Spleen Homogenate | Lysosomal alpha-glucosidase (Homo sapiens), P10253 | human spleen homogenate, 4-MU-alpha-glucoside fluorescence | Potency, µM (doses to about 79.9 µM), for the others: at the top dose activity change, negative = inhibition, actives largely listed as inhibitors | hit rate 0.006% among 240,000;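 also: 0% = enzyme with vehicle and -100% = no enzyme basal signal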
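Compounds were titrated against alpha-glucosidase in spleen homogenate at pH 5.0, with 1 mM 4-methylumbelliferyl substrate for 40 min at 37 C. Reactions were quenched with pH 10 NaOH/glycine and fluorescence measured.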
GAA inhib = qHTS Assay for Inhibitors of Human alpha-Glucosidase as a Potential Chaperone Treatment of Pompe Disease; purified human GAA, 4-MU-alpha-glucoside fluorescence; Potency, µM (doses to about 76.9 µM), for the others: at the highest dose activity change, negative = inhibition, hits mostly inhibitors; hit rate 0.005% among 200,000; AID 1466, 2008;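 also: plate controls were uninhibited enzyme wells for no effect and no-enzyme background for full effect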
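Fluorescence at Ex 365/Em 440 nm from 4-methylumbelliferone reported enzyme activity after 20 min at room temperature. Reactions used 4 nM enzyme and 400 uM substrate at pH 5.0; curves fitted with the Hill equation.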
aGal spleen mod = qHTS Assay for Inhibitors and Activators of Human alpha-Galactosidase From Spleen Homogenate. human spleen homogenate, 4MU-alpha-Gal fluorescence, 40 min. Potency, µM (titrated, usually from 80 µM), for the others: top-dose activity change, negative = inhibition, most hits filed as inhibitors. hit rate 0.008% among 240,000;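 also: 0% = enzyme with vehicle and -100% = no enzyme basal signal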
Target sequence (P06280 32-429 limits assumed): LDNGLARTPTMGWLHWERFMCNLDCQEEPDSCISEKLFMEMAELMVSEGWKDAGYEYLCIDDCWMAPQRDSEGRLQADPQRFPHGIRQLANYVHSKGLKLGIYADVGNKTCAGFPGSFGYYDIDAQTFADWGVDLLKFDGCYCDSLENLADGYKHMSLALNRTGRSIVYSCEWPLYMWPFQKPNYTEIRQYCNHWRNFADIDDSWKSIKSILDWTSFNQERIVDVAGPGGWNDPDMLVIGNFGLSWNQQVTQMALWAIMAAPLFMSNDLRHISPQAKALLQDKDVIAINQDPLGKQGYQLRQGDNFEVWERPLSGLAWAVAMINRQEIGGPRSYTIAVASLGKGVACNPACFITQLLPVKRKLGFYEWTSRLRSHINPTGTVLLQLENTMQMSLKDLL
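Human spleen homogenate (1 ug) as enzyme source, 4-methylumbelliferyl-alpha-D-galactopyranoside 1 mM final, citrate/phosphate pH 5.0 with 0.01% Tween-20. Compounds 40 min at 37C, NaOH/glycine stop; fluorescence Ex 365/Em 440, Hill-fit AC50.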
Starred values were filed as active, the others as inactive; ? = inconclusive; · = no result given; [ ] = dose if it differs, or a comment. Unless noted, calls follow the shape of the dose curve; as a rule, active = well fitted curve in the direction sought with a large enough effect; inconclusive = small, poorly fitted or top-dose-only effect, or another doubt; inactive = no such curve, though single readings can be large; an effect the other way counts as inactive or inconclusive. Potency is read from the fitted curve at half-maximal effect. These rows are one share of the data (hit frequency here may not be typical).

SMILES	Epigenetic reg	GAA glycogen	NPSR antagonist	ALDH1A1 block	Tau fluor cs	aGlu spleen mod	GAA inhib	aGal spleen mod
CC(C)Sc1nc2ccccc2[nH]1	7.9%	3%	10%	-3%	14%	0%	7%	-2%
Cc1cc(C)nc(NS(=O)(=O)c2ccc(N3C(=O)C4C5C=CC(C5)C4C3=O)cc2)n1 (stereo unspecified)	0.1%	-11%	2%	6%	9%	2%	-12%	7%
CC12CN3CC(C)(CN(C1)C3c1ccccc1F)C2 (stereo unspecified)	3.1%	2%	-8%	12%	8%	-8%	2%	10%
Cn1c2ccccc2c2nn(-c3ccccc3)c(=O)cc21	-4.2%	3%	-14%[46.1 µM]	13µM*	2%	-3%	-7%	5%
FC(F)(F)c1ccc(-n2ccnc2)nc1	0.7%	6%	-19%[46.1 µM]	3%	-2%	0%	-6%	4%
COc1ccc(C(=S)N2CCCC2)cc1OC	-8.6%	-2%	-7%[46.1 µM]	10%	-3%	0%	-4%	-2%
CC(=O)NNc1cc(N2CCOCC2)nc(N2CCOCC2)n1	6.5%	?	14%	?	-1%	-3%	0%	-2%
Clc1cccc(/C=N/Nc2nc(Cl)nc3ccccc23)c1	-3.4%	16%	-22%[46.1 µM]	?	?	7%	-2%	28%
COc1ccc2c(c1)c1nc3ccccc3nc1n2Cc1ccc(OC(C)C)c(OC)c1	?	-6%	-43%	4%	-20%	-2%	?	5%
Cc1ccc2c(c1)C1(C(=O)N2C)N2CC3(C)CN1CC(C)(C2)C3=O (stereo unspecified)	-0.3%	-13%	0%[46.1 µM]	-3%	2%	3%	1%	12%
Cc1ccc(NC(=O)NC(=O)COc2ccc(Cl)cc2Cl)c(C)c1	0.0%	13%	?	2%	-3%	-9%	-1%	2%
COC(=O)c1ccccc1NC(=O)Oc1ccc(F)cc1	0.0%	-2%	-2%[46.1 µM]	?	-6%	-9%	6%	-2%
COCc1cc(C)nc(OCC(=O)N/N=C\c2cc(C)n(-c3cccc(C(F)(F)F)c3)c2C)c1C#N	0.7%	0%	-20%[46.1 µM]	?	-18%	-11%	-8%	-4%
COc1cc([N+](=O)[O-])ccc1N	0.9%	-7%	6%[46.1 µM]	1%	9%	-5%	-10%	0%
C=CCOC(=O)C1CC=CCC1C(=O)Oc1ccc(F)cc1F (stereo unspecified)	-5.6%	15%	2%[46.1 µM]	2%	-10%	1%	-3%	11%
Cc1nc(SCc2ccc(Cl)cc2)ncc1C(=O)O	-0.4%	26%	-8%	2%	0%	0%	-6%	-5%
Cc1ccc(S(=O)(=O)/N=C(\CN2CCOCC2)N2CCCC2)cc1	-0.2%	-2%	-5%[46.1 µM]	1%	8%	7%	-2%	10%
CN1C(=O)OC(C)(CCc2ccccc2)C1(C)O (stereo unspecified)	-1.2%	?	6%[46.1 µM]	-10%	9%	4%	-3%	2%
CC1CN(C(=S)NC(=O)c2ccco2)CC(C)O1 (stereo unspecified)	13%	8%	-5%	?	5%	2%	2%	-5%
COc1ccc(C(=O)N[C@H](C(=O)NCc2cccs2)C(C)C)cc1	-0.3%	-1%	5%	-1%	-9%	-3%	6%	-6%
CCN(CC)CCNS(=O)(=O)c1ccc2[nH]cc(C(=O)O)c(=O)c2c1	0.0%	2%	-4%[46.1 µM]	2%	-8%	-7%	9%	6%
COCCNc1nc(-c2cc3ccccc3o2)cs1	-1.1%	-6%	5%	?	-25%	-8%	2%	3%
CCOC(=O)CSc1nnc(CNc2cccc(Cl)c2)n1C	-1.0%	-6%	8%	6%	-7%	-1%	9%	9%
CC(C)C(CC(=O)NCc1ccco1)c1ccco1 (stereo unspecified)	0.0%	2%	-3%[46.1 µM]	?	0%	1%	5%	5%
Sc1oc(-c2ccccc2)cc1C=Nc1ccccc1	0.8%	?	-19%[46.1 µM]	?	18µM*[quencher]	-6%	-1%	-1%
OCC1(Cc2ccccc2)CCCN(C2CCCC2)C1 (stereo unspecified)	-1.0%	-6%	-13%	6%	-6%	6%	1%	-2%
N#C/C(=C\c1ccc(Cl)cc1Cl)c1n[nH]c(Cn2cncn2)n1	2.1%	3%	-15%[46.1 µM]	?	-7%	-10%	-2%	-12%
CC(=O)Nc1ccc(-n2nnnc2SCC(=O)Nc2cccc(NC(=O)c3ccco3)c2)cc1	2.2%	-1%	2%	·	-4%	0%	·	9%
Nc1nc(OCC(F)(F)F)cc(Oc2ccccc2F)n1	1.6%	-13%	-18%[46.1 µM]	2%	-5%	-18%	-7%	1%
CCOC(=O)c1cc(C#N)c(SCC(=O)O)[nH]c1=O	-0.2%	5%	-2%	?	0%	1%	-3%	5%
O=C(CSc1nnc(-c2ccccc2)n1CC1CCCO1)N1CCCC1 (stereo unspecified)	1.6%	13%	10%	9%	3%	-1%	?	-5%
Cc1ccc(NC(=S)Nc2ccc(Br)cc2)cc1	-1.1%	-10%	-10%[46.1 µM]	-8%	-16%	-11%	-4%	-1%
COC(=O)c1c(-c2ccccc2Cl)noc1-c1cnc(N)nc1C(F)(F)F	0.0%	1%	-6%	·	-7%	-14%	·	-6%
CCOc1c2ccc(C(=O)NCc3ccc4c(c3)OCO4)cc2nn1CCOC	-4.0%	-12%	-6%[46.1 µM]	?	5%	0%	7%	-4%
COc1cccc(NC(=O)c2ccc(S(=O)(=O)N3CCCCC3)cc2)c1	-0.8%	-1%	-20%[46.1 µM]	-10%	-16%	1%	2%	-1%
CCOc1ccc(C2/C(=C(\O)c3ccc(OC)c(OC)c3)C(=O)C(=O)N2c2cc(C)on2)cc1OC (stereo unspecified)	2.8%	-3%	-11%[46.1 µM]	-3%	-1%	-9%	-10%	-4%
C/C=C/C(=O)OCC(=O)Nc1nc2ccc(C)cc2s1	0.7%	0%	-16%[46.1 µM]	-6%	-16%	2%	-1%	-1%
COc1ccc(C2(C(=O)Nc3ccc(C(=O)O)cc3)CCOCC2)cc1	0.0%	4%	1%[46.1 µM]	5%	-10%	3%	-4%	1%
CCc1ccc(C2NC(=S)NC3=C2C(=O)CC(C)(C)C3)cc1 (stereo unspecified)	-1.1%	-1%	-12%	2.5µM*	-5%	-7%	-11%	-1%
CC1(C)Cc2cccc(C(=O)Nc3ccc(F)cc3F)c2O1	-4.5%	5%	45%	?	-28%	3%	-11%	5%
CSc1cccc(NC(=S)NCCCN2CCN(c3ccc(F)cc3)CC2)c1	-3.6%	-2%	-31%	3%	?	-4%	-5%	-2%
Cc1ccnc(NC(=S)NC(=O)c2cccs2)c1	-1.0%	-21%	-28%	-9%	-13%	-4%	7%	0%
Nc1ncnc2c1nc(Sc1ccc(Cl)cc1)n2[C@H]1O[C@@H]2COP(=O)(O)O[C@H]2[C@@H]1O	-0.2%	·	-3%[46.1 µM]	7%	0%	3%	·	9%
CCCCNC(=O)c1sc2ncnc(N3CCc4ccccc4C3)c2c1C	3.7%	-2%	-29%[46.1 µM]	?	-11%	-2%	-2%	-11%
CC1(C)CC(=O)/C(=C(/O)Cc2ccccc2)C(=NCCc2ccccc2)C1	-1.1%	11%	-50%	-3%	-9%	-4%	1%	-1%
Cc1cc(Cl)ccc1NC(=S)N1CCOCC1	0.0%	-5%	20%	2%	2%	-2%	1%	1%
COc1cc(SC)ccc1C(=O)Nc1cc(C)ccn1	0.5%	9%	-12%	22µM*	-8%	-7%	-2%	4%
C=CCc1ccc(OCCOCCOc2ccc(C)cc2[N+](=O)[O-])c(OC)c1	3.2%	0%	-16%[46.1 µM]	25µM*	-13%	-8%	-8%	-4%
CCN(CC)C(=O)CN1C(=O)c2cccc3cccc(c23)C1=O	-1.5%	4%	-7%	?	3%	1%	6%	9%
COc1cc(CC(=O)OCC(=O)Nc2ccc3c(c2)OCCO3)cc(OC)c1OC	0.0%	-1%	4%	?	-2%	-7%	9%	2%
Cc1ccc(S(=O)(=O)n2c3ccccc3c3nnc(C(=O)c4ccccc4)nc32)cc1	0.8%[10.1 µM]	·	·	-7%[13.5 µM]	-13%[11.6 µM]	-7%[17.4 µM]	·	-3%[17.5 µM]
O=C(Nc1ccccc1-c1ccccc1)C1CCCCC1	-1.0%	9%	-10%	9%	-4%	-3%	4%	-1%
COc1ccc(C(=O)/C=C/Nc2ccc(S(=O)(=O)Nc3cccc(C(C)=O)c3)cc2)cc1	12%	-5%	16%	?	?	0%	?	-2%
COc1ccc(CCNC(=O)/C=C/c2ccc(OC)c(S(=O)(=O)N3CCOCC3)c2)cc1	-2.6%	1%	-26%	·	11%	0%	·	10%
CCOC(=O)c1sc(NC(=O)CCN2CCN(CC)CC2)c(C(=O)OCC)c1C	-1.9%	3%	-32%	10µM*	11%	-8%	0%	6%
Cc1cnc(C(=O)OCC(=O)N2CCc3ccccc32)cn1	-0.1%	1%	10%	3.2µM*	-1%	-1%	-1%	-1%
CC1=C(C(=O)OCC2CCCO2)C(c2ccc(Cl)c(Cl)c2)NC(=O)N1 (stereo unspecified)	1.0%	-7%	13%	-10%	-4%	1%	-2%	-28%
O=C(O)CCCc1c(-[n+]2ccccc2)[nH]c2ccccc12	-0.2%	1%	-5%	11%	10%	-4%	2%	-1%

Given field by field: part of the list above
SMILES: Cc1cnc(C(=O)OCC(=O)N2CCc3ccccc32)cn1
  Epigenetic reg: -0.1%
  GAA glycogen: 1%
  NPSR antagonist: 10%
  ALDH1A1 block: 3.2µM*
  Tau fluor cs: -1%
  aGlu spleen mod: -1%
  GAA inhib: -1%
  aGal spleen mod: -1%

SMILES: CC1=C(C(=O)OCC2CCCO2)C(c2ccc(Cl)c(Cl)c2)NC(=O)N1 (stereo unspecified)
  Epigenetic reg: 1.0%
  GAA glycogen: -7%
  NPSR antagonist: 13%
  ALDH1A1 block: -10%
  Tau fluor cs: -4%
  aGlu spleen mod: 1%
  GAA inhib: -2%
  aGal spleen mod: -28%

SMILES: O=C(O)CCCc1c(-[n+]2ccccc2)[nH]c2ccccc12
  Epigenetic reg: -0.2%
  GAA glycogen: 1%
  NPSR antagonist: -5%
  ALDH1A1 block: 11%
  Tau fluor cs: 10%
  aGlu spleen mod: -4%
  GAA inhib: 2%
  aGal spleen mod: -1%
